Screens as filed in PubChem BioAssay.
M. tuberculosis – growth inhibition of non-replicating M. tuberculosis (AID 488890); 320,000 tested, 0.39% active; Mycobacterium tuberculosis non-replicating, growth inhibition; higher % means a stronger effect; inhibition, % at 25 µM; hits with a dose series show IC50 in µM; in the data active means a potency from the dose series; inconclusive means inhibition mostly from about 82% at the one dose, without a potency; inactive means the rest, 99 in 100 with inhibition below about 76%;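 further: plate controls were DMSO cells for no effect and high antibiotic wells for full effect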
VEEV TC-83 Vero – inhibitors of VEEV TC-83 cytopathic effect, confirmation, Vero cells (AID 588727). inhibition, % at 20 µM; hits with a dose series show IC50 in µM. Vero cells, VEEV TC-83 cytopathic effect inhibition; higher % means a stronger effect. 350,000 tested, 0.13% active; in the data active means a potency from the dose series; inconclusive means inhibition mostly from about 14% at the one dose, without a potency; inactive means the rest, 99 in 100 with inhibition below about 12%; further: strong numbers were not always called active
PhoP GFP inhibition – Inhibition of PhoP regulon, Salmonella typhi GFP reporter cells, confirmation, 4 h (AID 1850); inhibition, % at 50 µM, or IC50 in µM where a hit was titrated; 310,000 tested, 0.33% active; Salmonella Typhi PhoP-promoter GFP reporter, fluorescence, 4 h; higher % means a stronger effect; in the data active means a potency from the dose series; inconclusive means inhibition mostly from about 25% at the one dose, without a potency; inactive means the rest, 99 in 100 with inhibition below about 19%;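 further: 0% = induced wells with vehicle and 100% = uninduced wells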
influenza NS1A – H1N1 influenza NS1A inhibitors, functional cell based assay (AID 504329) | NS1A functional cell-based assay, percent inhibition; higher % means a stronger effect | inhibition, % at 12.5 µM, or IC50 in µM where a hit was titrated | 340,000 tested, 0.3% active; in the data active means a potency from the dose series; inconclusive means inhibition above about 27% without an active follow-up result; further: strong numbers were not always called active
M. tuberculosis HTS – M. tuberculosis growth inhibition, HTS (AID 449762); M. tuberculosis H37Rv growth inhibition, 7H9 media; higher % means a stronger effect; 330,000 tested, 0.59% active; inhibition, % at 25 µM, or IC50 in µM where a hit was titrated; in the data active means a potency from the dose series; inconclusive means inhibition above about 70% without an active follow-up result;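 further: bacterial growth assessed after seven days of incubation; strong numbers were not always called active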
VEEV TC-83 Vero 10K pilot screen – second read-out of VEEV TC-83 Vero, no call of its own (marks repeat the call); inhibition, %; measured here: 10K pilot screen inhibition
Active calls of the source: *; i = inactive; u = inconclusive; x = not tested or not shown.

SMILES	M. tuberculosis	VEEV TC-83 Vero	PhoP GFP inhibition	influenza NS1A	M. tuberculosis HTS	others
Nc1nc(SCc2ccc3c(c2)OCO3)n[nH]1	3%	0.4%	-6%	10%	-3%
CC12CCC(C(=O)Nc3cc(F)ccc3F)(CC1=O)C2(C)C (stereo not given)	4%	1.2%	-2%	-4%	4%
CS(=O)(=O)c1ccc(Cl)c(NC(=O)COC(=O)COc2ccc3c(c2)CCC3)c1	35%	1.0%	0%	1%	12%
COc1ccc(/C(C)=N/Nc2ccc(C(=O)O)cc2)c(OC)c1	-12%	i	-8%	2%	16%
OCCNc1nc(OCC(F)(F)F)nc(N2CCN(C34CC5CC(CC(C5)C3)C4)CC2)n1	-9%	i	-3%	3%	-5%
Cc1ccc(Oc2nnc(-c3ccccc3)c3ccccc23)cc1	15%	0.1%	-13%	9%	4%	VEEV TC-83 Vero 10K pilot screen=4.3
CC[C@@]1(C(=O)OC)N[C@H](CN(C)C(=O)c2ccc(C)cc2)[C@@H]2C(=O)N(Cc3ccccc3)C(=O)[C@@H]21	-2%	i	x	-5%	1%
O=C(Cc1ccccc1)N1CCN(C(=O)c2cccs2)CC1	5%	0.4%	-3%	-22%	0%
Cc1n[nH]c(C)c1S(=O)(=O)N1CCCC(C(=O)NC2CCCCC2)C1 (stereo not given)	-14%	1.4%	-3%	-11%	-19%
O=C(Nc1ccc2c(c1)C(=O)NC2=O)c1cccc(C(F)(F)F)c1	0%	1.6%	16%	12%	1%
COc1ccc(C(=O)Nc2c(N)nc(SCC(=O)N3CCC(C)CC3)[nH]c2=O)cc1OC	-11%	i	7%	14%	-10%	VEEV TC-83 Vero 10K pilot screen=0.7
CCN(CC)c1cc(C)c2cc(NC(=O)c3ccccc3OC)ccc2n1	u	11%	-9%	-1%	u
COc1ccc(NC(=O)Nc2ccc(F)cc2)c(C)c1	1%	i	-1%	2%	-4%
CCn1c(C)nc2cc(C(=O)N/N=C/c3ccc(O)cc3)ccc21	-10%	0.6%	10%	-1%	-15%
Cc1cccc(NC(=O)Nc2ccc(C#N)cc2)n1	1%	1.5%	-9%	2%	-4%
CS/C(N)=N/N=C/c1ccc([N+](=O)[O-])cc1	u	1.3%	2%	6%	-4%
O=C(Nc1cccc(C(F)(F)F)c1)c1cc2c(s1)-c1ccccc1OC2	-15%	3.0%	5%	20%	6%
CC(C)C(=O)NC(c1cccc([N+](=O)[O-])c1)c1ccc2cccnc2c1O (stereo not given)	-5%	9.9%	15%	18%	0%
COc1ccc(-c2coc3cc4oc(=O)cc(-c5ccccc5)c4cc23)cc1F	-4%	i	-8%	24%	-15%
CC12CCC(C(=O)Nc3ccc(Br)cn3)(OC1=O)C2(C)C (stereo not given)	-1%	0.2%	6%	x	-13%
CCOc1ccc(NC(=O)CC2C(=O)Nc3ccccc3N2C(=O)c2ccccc2)cc1 (stereo not given)	14%	8.9%	-2%	0%	6%
Cc1ccc(C(=O)n2c(N)nc3ccccc32)cc1	i	1.6%	-7%	2%	44µM*
N#Cc1ccc(S(=O)(=O)N2CCC(C(=O)N3CCN(Cc4ccc5c(c4)OCO5)CC3)CC2)cc1	35%	6.5%	x	-1%	u
CCCn1nnnc1NCc1ccccc1OCc1ccc(F)cc1	63%	i	5%	6%	4%
O=C(O)[C@H]1NC[C@H]2C[C@H]21	0%	0.7%	11%	-1%	-5%
O=C(Nc1ccccc1)C1CCCN1C(=O)Nc1ccccc1[N+](=O)[O-] (stereo not given)	-25%	1.4%	-4%	2%	0%
COc1ccc(C(=O)NCc2ccc(C)cc2)cc1S(=O)(=O)N1CCCC1	4%	4.1%	x	-4%	-1%
CCN(CC)C(=O)CC(c1cc(OC)c(OC)c(OC)c1)c1c(OC)cc(OC)c2ccc(=O)oc12 (stereo not given)	16%	i	-5%	2%	3%
Cn1c(=O)oc2cc(S(=O)(=O)Nc3ccccc3F)ccc21	1%	i	0%	-14%	-2%
NC(=S)N/N=C/c1ccc(-c2ccc(SC(F)F)cc2)o1	u	39%	-3%	2%	u
O=C(c1ccc(S(=O)(=O)Nc2ccccc2)cc1)N1CCOCC1	5%	0.4%	10%	-4%	2%
Cc1cc(=O)[nH]c(SCC(=O)Nc2nc3ccccc3s2)n1	-10%	1.9%	14%	-3%	-2%
COc1ccc(NC(=O)NNS(=O)(=O)c2ccc(OC)c(OC)c2)c(OC)c1	-13%	0.4%	-6%	5%	7%
CCOC(=O)C1(Cc2cccc(Cl)c2)CCCN(C(=O)c2cc(C)n(C)n2)C1 (stereo not given)	-10%	8.8%	-13%	2%	-7%
CCCc1cc(=O)[nH]c(SCC(=O)Nc2sc3c(c2C(N)=O)CCCC3)n1	58%	1.0%	x	-9%	1%
S=c1[nH]nc(-c2ccccn2)n1/N=C/c1cccs1	-17%	0.6%	2%	6%	-3%
COc1cc(OC)cc(C(=O)N[C@H](C(=O)OCC(=O)Nc2ccc3c(c2)OCO3)C(C)C)c1	21%	1.6%	x	9%	4%
COc1ccc(S(=O)(=O)N2CCCc3ccccc32)cc1OC	16%	i	6%	9%	-2%
Cc1ccc2nc(SCC(=O)Nc3ccc4c(c3)OCCO4)[nH]c2c1	37%	0.1%	8%	23%	3%
COc1ccccc1CCC(=O)Nc1nc2ccccc2[nH]1	u	8.8%	-10%	-4%	u
Cn1c(COc2ccccc2)nnc1SCCC(=O)Nc1ccccc1	32%	0.2%	-5%	-1%	3%
Cc1ccc(NC(=S)Nn2cnnc2)c(C)c1	38%	0.2%	2%	1%	10%
Cc1ccc(NS(=O)(=O)c2ccc(/C=C/C(=O)O)cc2)cc1Cl	3%	1.1%	-16%	-3%	7%
CNC(=O)c1ccc(NC(=O)c2cc(S(=O)(=O)N(C)C)ccc2N2CCCC2)cc1	10%	0.7%	x	14%	-10%
O=C(Cn1nnc2c(sc3nc4c(c(-c5ccccc5)c32)CCC4)c1=O)c1ccccc1	6%	0.6%	-7%	-1%	0%	VEEV TC-83 Vero 10K pilot screen=2.6
CCOC(=O)C1CCN(Cc2c(C(=O)N3CCOCC3)nc3c(C)cccn23)CC1	1%	1.7%	-7%	-4%	3%
Cc1csc(NC(=O)CCc2nc3ccccc3s2)n1	21%	1.2%	-3%	-5%	-5%
O=C(O)/C=C/C(=O)Nc1ccc(OC(F)(F)F)cc1	3%	0.5%	0%	-9%	0%
COc1cccc2cc(-c3nnc(SCC(=O)Nc4cc(C(F)(F)F)ccc4Cl)n3N)oc12	4%	3.1%	-12%	2%	0%
CCc1cccc(C)c1NC(=O)Nc1c(Br)cnn1C	-2%	0.6%	-2%	1%	5%
CCOc1ccc(CCNC(=O)CS(=O)Cc2nc(-c3ccc(OC)c(OC)c3)oc2C)cc1OCC (stereo not given)	15%	3.1%	-6%	2%	-6%
CC(/C=C1\SC(=S)N(NS(=O)(=O)c2ccc(C)cc2)C1=O)=C\c1ccccc1	36%	i	-4%	-12%	12%
CC(=O)N1CCN(C(=O)c2ccc(Cl)c(S(=O)(=O)N3CC(C)OC(C)C3)c2)CC1 (stereo not given)	-7%	2.1%	x	-1%	2%
COc1ccc(NC(=O)CN(C)C(=O)/C=C/c2cn(Cc3ccccc3)nc2-c2cccnc2)cc1	24%	3.3%	-5%	0%	29%
Cc1cc(C)nc(SCC(=O)Nc2nc(-c3ccccc3)c(-c3ccccc3)o2)n1	66%	0.2%	-5%	-5%	-3%
CC(=O)c1cccc(NC(=O)NCc2cccnc2)c1	7%	0.5%	3%	7%	-8%
CCCC(=O)NCCc1ccc(F)cc1	7%	0.2%	0%	0%	-5%
COC(=O)/C=C/C(=O)Nc1ccc(O)c(Cl)c1	11%	4.7%	8%	1%	-25%
CC(C)(C)OC(=O)NCCCC1=CC2=CC(=O)C(C)(OC(=O)c3ccc(Cl)nc3)C(=O)C2=CO1 (stereo not given)	12%	x	5%	x	-2%
CN(C)/C=C/C(=O)c1ccccc1OCc1cnc(Cl)s1	9%	i	-7%	-1%	2%

The closing three records of the part before come first, to join the parts:
SMILES	M. tuberculosis	VEEV TC-83 Vero	PhoP GFP inhibition	influenza NS1A	M. tuberculosis HTS	others
COC(=O)/C=C/C(=O)Nc1ccc(O)c(Cl)c1	11%	4.7%	8%	1%	-25%
CC(C)(C)OC(=O)NCCCC1=CC2=CC(=O)C(C)(OC(=O)c3ccc(Cl)nc3)C(=O)C2=CO1 (stereo not given)	12%	x	5%	x	-2%
CN(C)/C=C/C(=O)c1ccccc1OCc1cnc(Cl)s1	9%	i	-7%	-1%	2%
CCN1CCN(Cc2ccc(NC(=O)c3cc(NC(=O)c4cc(-c5ccc(OC)cc5)n[nH]4)cc(OC)c3)cc2C(F)(F)F)CC1	75%	i	25%	3%	u
Cn1c(SCC(=O)N2CCCc3ccccc32)nc2cccnc21	-7%	0.8%	12%	0%	-2%
O=C(O)c1ccc(CNCc2ccc(Cl)cc2Cl)cc1	-12%	1.1%	-3%	4%	-1%
CCNc1nc(NC(C)C)nc(Oc2ccc(OCc3ccccc3)nn2)n1	4%	12%	9%	0%	-5%
COc1ccc(C(=O)CSc2nc(-c3ccccn3)nc(C)c2Cl)cc1	u	8.5%	2%	-5%	u
O=C(CS(=O)(=O)Cc1ccccc1)Nc1ccccn1	1%	1.6%	-7%	7%	-1%
Cc1ccc(NS(=O)(=O)c2ccc(NC(=O)CN(c3cc([N+](=O)[O-])ccc3C)S(C)(=O)=O)cc2)c(C)c1	6%	1.1%	-29%	7%	41µM*	VEEV TC-83 Vero 10K pilot screen=0.2
CCc1cccc2c(C(=S)N3CCOCC3)c[nH]c12	13%	i	-10%	4%	3%
Cc1ccccc1OCC(=O)Nc1c2c(nn1C(C)(C)C)CS(=O)(=O)C2	5%	8.8%	0%	6%	-9%
CCN(CC)S(=O)(=O)c1cc(C(=O)NCCN2CCOCC2)ccc1Cl	8%	i	-1%	0%	2%
c1ccc(CCNc2nc(-c3ccncc3)cs2)cc1	69%	i	-4%	6%	16%
COc1cc(C=O)ccc1OS(=O)(=O)c1ccccc1[N+](=O)[O-]	73%	i	-4%	10%	-4%
CC(C)(C)c1ccc(C(=O)NNc2cc(N3CCCCC3)nc(N3CCCCC3)n2)cc1	42%	6.5%	7%	6%	61µM*
CC(C)Sc1cc(N2CCCC2)nc(-c2ccccc2)n1	2%	0.4%	1%	-9%	14%
O=C(O)C(Br)CBr (stereo not given)	21%	i	x	-3%	0%
O=C(/C=C/c1ccccc1Cl)N1CCOCC1	12%	0.2%	-5%	-7%	3%
CC1=CCCC(C)(C)C1/C=C/C(C)=N/NC(=O)c1ccncc1 (stereo not given)	u	0.7%	12%	-2%	u
Cc1cc(C)c(/C=N/NC(N)=O)c(C)c1/C=N/NC(N)=O	-12%	0.3%	15%	1%	-5%
Cc1cc(C)c2[nH]c(=O)c(=O)[nH]c2c1	-1%	5.2%	-18%	-11%	-23%

Of the compounds above, these contain a tert-butyl group:
SMILES	M. tuberculosis	VEEV TC-83 Vero	PhoP GFP inhibition	influenza NS1A	M. tuberculosis HTS	others
CC(C)(C)OC(=O)NCCCC1=CC2=CC(=O)C(C)(OC(=O)c3ccc(Cl)nc3)C(=O)C2=CO1 (stereo not given)	12%	x	5%	x	-2%
Cc1ccccc1OCC(=O)Nc1c2c(nn1C(C)(C)C)CS(=O)(=O)C2	5%	8.8%	0%	6%	-9%
CC(C)(C)c1ccc(C(=O)NNc2cc(N3CCCCC3)nc(N3CCCCC3)n2)cc1	42%	6.5%	7%	6%	61µM*

Of the compounds above, these have bromine:
SMILES	M. tuberculosis	VEEV TC-83 Vero	PhoP GFP inhibition	influenza NS1A	M. tuberculosis HTS	others
CC12CCC(C(=O)Nc3ccc(Br)cn3)(OC1=O)C2(C)C (stereo not given)	-1%	0.2%	6%	x	-13%
CCc1cccc(C)c1NC(=O)Nc1c(Br)cnn1C	-2%	0.6%	-2%	1%	5%
O=C(O)C(Br)CBr (stereo not given)	21%	i	x	-3%	0%

An unsorted share of the library (roughly 1.5% active in at least one column).
